FLuc inh = Photinus pyralis luciferase inhibition | actives 2.5% (n = 76,000) | Potency, µM (highest dose often 115 µM), for inactives: top-dose activity change, negative = inhibition, hits mostly inhibitors | purified P. pyralis luciferase, luminescence, biochemical | AID 1347043; also: potency is read from the fitted curve at half-maximal effect; nearly all actives have a fitted effect of over 65% in size
Target sequence (P08659 whole entry, looked up): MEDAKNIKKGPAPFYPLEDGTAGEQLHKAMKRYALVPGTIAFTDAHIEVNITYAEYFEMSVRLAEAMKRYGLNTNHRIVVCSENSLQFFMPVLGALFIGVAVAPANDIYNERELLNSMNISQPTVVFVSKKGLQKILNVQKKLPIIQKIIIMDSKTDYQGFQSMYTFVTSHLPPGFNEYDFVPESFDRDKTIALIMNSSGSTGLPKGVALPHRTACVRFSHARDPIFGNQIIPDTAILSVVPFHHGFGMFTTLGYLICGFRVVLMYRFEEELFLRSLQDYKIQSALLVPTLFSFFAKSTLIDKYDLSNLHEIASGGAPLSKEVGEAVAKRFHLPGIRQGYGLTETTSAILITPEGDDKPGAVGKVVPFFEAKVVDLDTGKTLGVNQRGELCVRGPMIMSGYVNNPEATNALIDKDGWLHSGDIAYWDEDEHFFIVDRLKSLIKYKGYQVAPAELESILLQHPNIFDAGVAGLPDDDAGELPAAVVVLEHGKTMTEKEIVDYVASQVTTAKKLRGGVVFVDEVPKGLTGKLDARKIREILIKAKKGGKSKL
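Purified P. pyralis luciferase (10nM final) in 50mM Tris acetate pH 7.5, 10mM Mg acetate, 0.01% Tween-20, 0.05% BSA with 10uM D-luciferin and 10uM ATP. Compounds titrated qHTS. Luminescence imaged on CCD.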
SNCA expr inh = SNCA gene expression inhibition; Potency, µM (highest dose often 57.2 µM), for inactives: at the highest dose activity change, negative = inhibition, usual class: inhibitors; HEK-293 SNCA-luciferase knock-in, luminescence, 24 h; actives 0.17% (n = 140,000);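 also: potency is read from the fitted curve at half-maximal effect; plate controls were DMSO cells for no effect and cell-free wells for full effect; nearly all actives have a fitted effect of over 45% in size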
3T3 cytotox = NIH 3T3 cell cytotoxicity. NIH 3T3 viability, CellTiter-Glo ATP luminescence, 48-72 h. Potency, µM (titrated, usually from 96.7 µM), inactives show at the top dose activity change, negative = cytotoxicity, usual class: inhibitors. actives 4.3% (n = 94,000). AID 1345082; also: potency is read from the fitted curve at half-maximal effect; nearly all actives have a fitted effect of over 55% in size
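Cells were seeded at 400 per well, treated with pin-transferred compound, and kept 48 or 72 hr at 37 °C before CellTiter-Glo addition and luminescence imaging of cellular ATP.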
HEK293 tox = cytotoxic compounds in HEK 293 cells. HEK 293 viability, ATP luminescence (CellTiter-Glo), 48-72 h. Potency, µM (titrated, usually from 115 µM), without a hit: top-dose activity change, negative = cytotoxicity, usual class: inhibitors. actives 6.6% (n = 94,000). AID 1345083; also: potency is read from the fitted curve at half-maximal effect; nearly all actives have a fitted effect of over 60% in size
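Read-out: CellTiter-Glo ATP luminescence. Cells: HEK 293, 250 cells/well. Exposure: 48 or 72 hr, 37 degree Celsius.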
GPT2 inhibitor = inhibitors of human GPT2 alanine aminotransferase; Q8TD30; Potency, µM (top dose mostly 57.7 µM), without a hit: at the top dose activity change, negative = inhibition, usual class: inhibitors; actives 0.25% (n = 100,000); Recombinant GPT2, coupled pyruvate oxidase/HRP Amplex Red fluorescence; AID 1671188; also: potency is read from the fitted curve at half-maximal effect; nearly all actives have a fitted effect of over 60% in size; many of its hits are not listed in these tables
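GPT2 10ng/uL, a-KG 250uM, L-Ala 2mM, HEPES pH7.5 + 0.0001% Tween; 30 min RT. Then Amplex mix (PO/HRP/ThPP), 30 min RT dark, fluorescence. AOA 50uM used as positive control.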
IP6K1 inh = inhibitors of human IP6K1; Q92551; IP6K1 kinase, ADP-Glo luminescence, 2 h; stronger effect = lower value; activity change, % (series mostly up to about 58 µM); actives 0.81% (n = 140,000); AID 1645851; in the data active = activity change below about -25%
Target sequence (Q92551 whole entry, looked up): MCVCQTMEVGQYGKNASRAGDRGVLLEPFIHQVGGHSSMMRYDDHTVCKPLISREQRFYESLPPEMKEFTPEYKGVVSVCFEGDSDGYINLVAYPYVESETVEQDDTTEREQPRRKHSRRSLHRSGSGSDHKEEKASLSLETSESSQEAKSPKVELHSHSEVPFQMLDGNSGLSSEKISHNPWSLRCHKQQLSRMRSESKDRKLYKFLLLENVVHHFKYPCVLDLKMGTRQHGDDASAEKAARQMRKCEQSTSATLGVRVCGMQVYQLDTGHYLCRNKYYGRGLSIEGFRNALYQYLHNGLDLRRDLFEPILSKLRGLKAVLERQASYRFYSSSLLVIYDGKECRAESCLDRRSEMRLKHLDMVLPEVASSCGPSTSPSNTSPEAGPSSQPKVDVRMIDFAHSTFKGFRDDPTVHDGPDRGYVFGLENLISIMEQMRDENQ
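ADP-Glo luminescence measures ADP made by human IP6K1 during a 2 h RT reaction with ATP/IP6 (mix at 1.3 mM/130 uM); top library doses 57.5 and 19.1 uM final.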
SNCA viab count = reduces viability of HEK-293 SNCA reporter cells. HEK-293-SNCA-luc viability, GF-AFC fluorescence, 24 h. Potency, µM (doses to about 57.1 µM), for inactives: at the highest dose activity change, negative = cytotoxicity, most hits filed as cytotoxic. actives 0.12% (n = 150,000);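 also: potency is read from the fitted curve at half-maximal effect; 0% = DMSO-treated cells and -100% = medium-only wells without cells; nearly all actives have a fitted effect of over 30% in size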
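Cytotoxicity counterscreen: after 24 h compound treatment of genome-edited SNCA-luciferase HEK-293 cells, live-cell protease substrate GF-AFC read by fluorescence after 30 min; activity scaled between DMSO (0%) and medium-only (-100%), curves Hill-fitted.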
* = called active by the depositor; i = inactive; ? = inconclusive; . = no result given; [ ] = dose if it differs, or a comment. Unless noted, calls follow the shape of the dose curve; as a rule, active = well fitted curve in the direction sought with a large enough effect; inconclusive = small, poorly fitted or top-dose-only effect, or another doubt; inactive = no such curve, though single readings can be large; an effect the other way counts as inactive or inconclusive. Unless noted, % is scaled to controls: 0 for no effect and ±100 for the full control effect.

Structure	FLuc inh	SNCA expr inh	3T3 cytotox	HEK293 tox	GPT2 inhibitor	IP6K1 inh	SNCA viab count
CCCN(C)c1nccnc1OC1CCN(C(=O)c2c(F)cccc2F)C1 (stereo unspecified)	?	35%[activator]	?	?	i	24	-9%
CCN1CCC2(CCC1=O)CN(Cc1nc(COC)no1)CCN2C (stereo unspecified)	6%	-19%	-13%	-11%	-10%	16	0%
Cc1cccc(OCC2(CNCc3cccnc3)C[C@@H](O)[C@@H](O)C2)n1 (stereo partly specified)	1%	15%	i	?	i	6	-11%
CCNc1ncnc2c1CN(C1CCNC1)C(=O)CN2C (stereo unspecified)	.	0%	5%	i	-7%	-10	0%
Cc1ccc(C(C)C)c(OCC(=O)Nc2nc3c(s2)CCCC3)c1	.	59%[activator]	.	.	.	1	-10%
CCOc1ccc(NC(=O)CSC2=Nc3ccccc3C3=NC(Cc4ccccc4)C(=O)N23)cc1 (stereo unspecified)	.	71%[activator]	.	.	.	1	-26%
COc1ccc(NC(=O)C2(C)CCc3cnc(N4CCOCC4)nc32)cn1 (stereo unspecified)	2%[172 µM]	-4%[87.6 µM]	?	-7%[172 µM]	?	10	-17%[87.6 µM]
COc1ccc2c(c1)CN(C1CC1)C(=O)CCN2CC(O)CC(F)(F)F (stereo unspecified)	.	.	?	2%	.	-14	.
Cn1nc(C(=O)NC2CCc3nn(CC4CC4)c(=O)n3CC2)c2ccccc21 (stereo unspecified)	-3%	-13%	-17%	-6%	-8%	-5	-7%
Cc1c(NC(=O)c2ccco2)cccc1C(=O)N1CCC2(CCNCC2)CC1	-1%	-11%	-17%	-4%	3%	-4	?
COC[C@@H]1OC[C@@]2(C)C3CC[C@@H](O)[C@@H](CC(=O)NCc4ccc(F)cc4)[C@]3(C)CC[C@H]2O1 (stereo partly specified)	1%	1%	-2%	2%	-9%	-5	8%
CC(C)[C@@H](N)C(=O)N1CCC(Oc2ccccc2F)(C(=O)O)CC1	-3%	5%	-17%	-7%	?	14	3%

Following part:
Structure	FLuc inh	SNCA expr inh	3T3 cytotox	HEK293 tox	GPT2 inhibitor	IP6K1 inh	SNCA viab count
COc1ccc(CN2CCCCC23Cc2ccccc2CNC3=O)cc1OC (stereo unspecified)	.	-1%	-20%	-29%	i	-8	-1%
Cc1cc2nc3n(c(=O)c2n1CC(=O)Nc1cc(F)cc(F)c1)CCCC3	10%	-19%	i	13%	4%	12	-12%
CO[C@H]1C(=O)N(C(C)C)[C@H]1C1CCN(C(=O)c2sc(C)nc2C)CC1	-4%	-11%	5%	i	i	17	15%
N#Cc1cccc(C(=O)N2CCC3(CC2)CN(C2CCC2)CC3CO)c1 (stereo unspecified)	6%	-21%	-15%	?	i	4	-3%[12.5 µM]
C[C@@H](NC(=O)COc1ccccc1)c1c(-c2ccc(Cl)cc2)noc1C(=O)O	2%[172 µM]	?	?	i	-22%[88.5 µM]	2	3%[87.6 µM]
CCOC(=O)N1CCc2c(sc3c2c(=O)n(-c2ccc(Cl)cc2)c(=O)n3Cc2cccc(C)c2)C1	.	2%	.	.	.	37	3%
Cc1nn(-c2ccccc2)c2c1C(C(C)C)N(C1CCN(C(=O)c3ccccc3F)CC1)C2=O (stereo unspecified)	.	.	?	45µM*	.	14	.
COCCNC(=O)[C@H]1C[C@H](Oc2ccccc2)CN1C(=O)c1cccc(C)c1	9%	5%	?	-19%	i	26	1%
CC(C)(C)CN1C[C@@H](C(=O)O)C[C@H](C(=O)NCc2cccnc2)C1	15%	11%	-15%	-7%	-5%[11.5 µM]	4	11%
CCOc1ccc(NC(=O)CSc2nccn2Cc2ccco2)cc1	.	160%[activator]	.	.	.	22	8%
COc1ccc(OC)c(CNC(=O)c2cc3ccc4cccnc4c3[nH]2)c1	.	61%[activator]	.	.	.	6	10%
COCCN1C(=O)CC[C@]2(C(=O)N(C)CCc3ccccn3)CCCC[C@@H]12	-6%	-3%	-5%	-8%	i	0	4%

More results.
Structure	FLuc inh	SNCA expr inh	3T3 cytotox	HEK293 tox	GPT2 inhibitor	IP6K1 inh	SNCA viab count
COc1ccc(OC)c(NC(=O)N2c3ccccc3CC2c2nc(C3CC3)no2)c1 (stereo unspecified)	-1%	-17%	?	?	3%	18	-7%
COc1ccccc1N1CCN(C(=O)C[C@@H]2O[C@H](CNC(=O)c3ccc(N(C)C)cc3)[C@@H](O)[C@H]2O)CC1	-9%	-5%	-24%	-16%	3%	15	2%
O=C(c1cc(Br)cn2ccnc12)N1CCC(N2CCCCCC2=O)CC1	-2%	27%	-4%	3%	i	-8	7%
Cc1cnc(C(=O)N[C@@H]2CCC[C@@H]2C(=O)NCc2cc(F)ccc2F)cn1	-11%	18%	-2%	-2%	i	17	-2%
COc1cccc(-c2ccc(NC(=O)C3CCCN3C(=O)Cn3cccn3)cc2)c1 (stereo unspecified)	-9%	146%[activator]	2%	2%	-6%	6	0%
COC(=O)c1ccccc1NC(=O)Cn1c(=O)n(-c2ccc(C)cc2)c(=O)c2ccccc21	.	0%	.	.	.	6	?
c1ccc(-c2n[nH]c(CC3CCNC3)n2)cc1 (stereo unspecified)	0%	-12%	i	3%	-6%	-8	3%
Cc1ccc(-n2ncc(C(=O)Nc3c(Cl)cccc3Cl)c2C2CCNCC2)cc1	.	27%	.	.	.	31	-4%
O=S(=O)(c1ccc(OC(F)(F)F)cc1)N1CCC(c2nnnn2-c2ccc(F)cc2)CC1	.	-6%	.	.	.	1	10%
COc1nc2c(cc1CNC(=O)C(C)(C)OC)C(=O)N(CCc1ccccn1)C2	6%	-21%	-4%	1%	-13%[11.5 µM]	17	2%
CCOC(=O)c1c(-c2ccccc2)oc2ccc(N(C(C)=O)S(=O)(=O)c3cc(C)ccc3C)cc12	.	-3%	.	.	.	3	0%
O=C(CCl)N1CCC2(CC1)CC(c1cccc(C(F)(F)F)c1)=NO2	.	.	?	79µM*	.	4	.

An excerpt of these results, with two lines to a compound.
Each structure is followed by: FLuc inh, SNCA expr inh, 3T3 cytotox, HEK293 tox, GPT2 inhibitor, IP6K1 inh, SNCA viab count
Cc1nn(-c2ccccc2)c2c1C(C(C)C)N(C1CCN(C(=O)c3ccccc3F)CC1)C2=O (stereo unspecified)
 : ., ., ?, 45µM*, ., 14, .
COCCNC(=O)[C@H]1C[C@H](Oc2ccccc2)CN1C(=O)c1cccc(C)c1
 : 9%, 5%, ?, -19%, i, 26, 1%
CC(C)(C)CN1C[C@@H](C(=O)O)C[C@H](C(=O)NCc2cccnc2)C1
 : 15%, 11%, -15%, -7%, -5%[11.5 µM], 4, 11%
CCOc1ccc(NC(=O)CSc2nccn2Cc2ccco2)cc1
 : ., 160%[activator], ., ., ., 22, 8%

Next compounds follow.
Structure	FLuc inh	SNCA expr inh	3T3 cytotox	HEK293 tox	GPT2 inhibitor	IP6K1 inh	SNCA viab count
O=C(c1ccc(F)cc1)N1CCCC(C(=O)N2CCC(c3nc4ncccc4[nH]3)C2)C1 (stereo unspecified)	.	1%	3%	i	-28%	12	4%
O=C(C1CCOCC1)N1CCC2(CC1)NCCc1c2[nH]c2ccccc12	-1%	0%	-22%	-6%	-10%	7	-15%[12.5 µM]
Nc1nccc(N2CCN(Cc3ccccc3F)C(CCO)C2)n1 (stereo unspecified)	15%	-8%	0%	2%	i	8	-2%
COc1cccc(CN2C(=O)CCCCC2C(=O)NC2CCCCCC2)c1 (stereo unspecified)	0%	16%	-11%	-16%	i	32	-27%
CC(C)(C)OC(=O)N1CCC(c2c(C(=O)NCc3ccccn3)cnn2-c2ccc(F)cc2)CC1	.	-12%	.	.	.	-1	-25%
COc1cccc(C(O)c2nc(C(=O)N3CCN(c4ccccn4)CC3)c(C)o2)c1 (stereo unspecified)	11%[172 µM]	10%[87.6 µM]	-8%[138 µM]	?	i	-11	1%[87.6 µM]
CCOc1ccc(CNCc2c(C(=O)O)n(Cc3ccc(OC)cc3)c3ccccc23)cc1	.	-19%	.	.	.	18	?
O=C1NCCC[C@@H]1NC(=O)[C@H]1CN(C(=O)CS(=O)(=O)c2ccccc2)CCN1C(=O)C1CCCCC1	15%	12%	-1%	0%	-8%	12	-3%
Cn1nccc1C(=O)N1CCC(c2noc(-c3ccccc3)n2)C1 (stereo unspecified)	0%	5%	?	?	i	-4	-7%
COc1ccc(S(=O)(=O)NCC(c2ccco2)S(=O)(=O)c2cccs2)cc1C (stereo unspecified)	.	-9%	.	.	.	0	-1%
COCc1c(C(=O)N2C[C@@H](CO)[C@H](c3ccncc3)C2)noc1C	1%	13%	-6%	i	3%	5	2%
CCCCN=C(N)N=C(N)N	.	-15%[25.6 µM]	.	.	i	16	-10%[23.9 µM]

(more compounds)
Structure	FLuc inh	SNCA expr inh	3T3 cytotox	HEK293 tox	GPT2 inhibitor	IP6K1 inh	SNCA viab count
CC(C)c1ccc(CN2CCC3(CC2)COCCN3C(=O)c2ccc3[nH]ncc3c2)cc1	-5%[172 µM]	-15%[87.6 µM]	?	?	-10%[88.5 µM]	-7	-28%[87.6 µM]
Cc1ccc(-c2nnn3c2nc(NCCc2ccccc2)c2ccccc23)cc1	.	40%[activator]	.	.	.	-2	3%
C=C1CC2C(C)(CCC(=O)O)C(C(C)(C)O)CCC2(C)C2(C(=O)OC)C(=O)C(C)(O)C(=O)C12C (stereo unspecified)	.	.	.	.	2%[27.3 µM]	-1	-2%[23.9 µM]
COc1ccccc1-n1c(=O)c(C(=O)Nc2cccc(Cl)c2)nc2cccnc21	.	24%	-3%	1%	i	0	-2%
CCOC(=O)Cn1c(=O)oc2cc(S(=O)(=O)N3CCN(c4cccc(Cl)c4)CC3)ccc21	.	-10%	.	.	.	-12	4%
O=C(Cc1ccccc1)NCC1CN(Cc2ccncc2Cl)CC12CN(c1ccccc1)C2 (stereo unspecified)	-8%	-29%	-24%	?	2%	-3	-1%
O=S(=O)(Nc1ccc(Br)cc1)c1ccc2nc(-c3ccccc3)[nH]c2c1	.	?	.	.	.	-14	-7%
COc1ccc(-c2cc(C(F)(F)F)nc(SCCC(=O)Nc3ccccc3F)n2)cc1	.	?	.	.	.	32	-4%

Of the compounds above, these have a tert-butyl group:
Structure	FLuc inh	SNCA expr inh	3T3 cytotox	HEK293 tox	GPT2 inhibitor	IP6K1 inh	SNCA viab count
CC(C)(C)CN1C[C@@H](C(=O)O)C[C@H](C(=O)NCc2cccnc2)C1	15%	11%	-15%	-7%	-5%[11.5 µM]	4	11%
CC(C)(C)OC(=O)N1CCC(c2c(C(=O)NCc3ccccn3)cnn2-c2ccc(F)cc2)CC1	.	-12%	.	.	.	-1	-25%

A portion of the library; rates above refer to the full screens.
